CHT PAM = allosteric activators of human choline transporter CHT; B-score at 10 µM; Q9GZV3; AID 488977; 310,000 tested, 0.49% active; CHT-expressing cells, membrane potential dye, choline EC20; stronger effect = higher value; LV-AA mutant CHT in HEK293 cells;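 active = initial fluorescence not abnormally high and integrated response B-score, plate-corrected, over 3 SD above library mean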
Target sequence (Q9GZV3 whole entry, looked up): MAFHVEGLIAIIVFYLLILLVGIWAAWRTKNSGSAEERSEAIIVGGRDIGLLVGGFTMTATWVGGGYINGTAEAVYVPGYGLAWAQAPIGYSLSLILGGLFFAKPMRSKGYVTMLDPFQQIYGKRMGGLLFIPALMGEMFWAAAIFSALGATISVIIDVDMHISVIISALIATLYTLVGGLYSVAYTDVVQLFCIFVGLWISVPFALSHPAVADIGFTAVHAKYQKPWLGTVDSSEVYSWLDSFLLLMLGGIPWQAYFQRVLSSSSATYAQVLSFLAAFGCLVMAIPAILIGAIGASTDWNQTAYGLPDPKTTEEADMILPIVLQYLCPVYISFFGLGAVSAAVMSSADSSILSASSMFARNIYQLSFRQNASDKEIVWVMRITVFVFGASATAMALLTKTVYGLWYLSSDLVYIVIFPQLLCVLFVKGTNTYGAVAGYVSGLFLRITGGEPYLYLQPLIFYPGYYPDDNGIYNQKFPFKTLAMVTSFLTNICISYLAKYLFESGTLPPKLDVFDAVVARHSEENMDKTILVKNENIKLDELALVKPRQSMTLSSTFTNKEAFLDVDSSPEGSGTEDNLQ
CHT inh = inhibits the human high affinity choline transporter | CHT-expressing cells, membrane potential dye, choline response; stronger effect = lower value | B-score at 10 µM | 310,000 tested, 0.86% active | AID 488975;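 active = B-score over 3 SD under the library average, and starting fluorescence ratio not unusually high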;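 also: choline stimulus applied at its EC90 after an EC20 pre-addition; B-score computed on integrated fluorescence ratio after choline addition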
* hit, by the source's call; i = inactive.

SMILES	CHT PAM	CHT inh
COC(c1ccc(Cl)cc1)(c1ccc(Cl)cc1)C(Oc1nc(C)cc(C)n1)C(=O)O (centres undefined)	i	i
S=C(NCCN1CCOCC1)Nc1ccc(-c2nc3ccccc3[nH]2)cc1	i	i
Cc1ccc(C(=O)Nc2nnc(-c3ccco3)o2)cc1C	i	i
Cc1ccc(Nc2nc(-c3cccnc3)cs2)cc1Cl	i	i
Cc1nc(NC(=O)COc2ccccc2)sc1C(=O)Nc1cccc(Cl)c1	i	i
C/C=C(\C)C(=O)NCCN1C2=NC[C@@H](C)N2C[C@H]1Cc1ccc(O)cc1	i	i
O=C(O)c1cccc(NS(=O)(=O)/C=C/c2ccccc2)c1	i	i
Cc1ccc(C(=O)N2CCN(S(=O)(=O)N3CCOCC3)CC2)cc1	i	i
O=C(/C=C/c1ccccc1)N1CCN(c2ccc([N+](=O)[O-])c(N3CCOCC3)c2)CC1	i	i
CC1CCCN(CCCNC(=O)c2ccc(CS(=O)(=O)c3c(Cl)cccc3Cl)o2)C1 (centres undefined)	i	i
O=C(c1cc(-c2ccccc2Cl)nc2ccccc12)N1CCN(c2ccccc2O)CC1	i	i
O=C(O)Cn1nc2c3c(cccc3c1=O)-c1ccccc1-2	i	i
Cc1cccc(OCCn2nc(C(=O)O)c3ccccc3c2=O)c1	i	i
COc1cccc(C(C(=O)NC2CCCC2)N(Cc2ccccc2OC)C(=O)c2ccco2)c1 (centres undefined)	i	i
O=C(O)CC1SC(=O)N(CC(=O)c2ccccc2)C1=O (centres undefined)	i	i
CCOC(=O)c1ccc(NC(=S)NCCC2=CCCCC2)cc1	i	i
CCOc1ccc2[nH]cc(C(=O)NCc3ccccc3)c(=O)c2c1	i	i
CCN1/C(=C2\C(=O)N(C)C(=S)N2C)C=Cc2cc(OC)ccc21	i	i
Cc1ccc(C2NC(=S)NC3=C2N2CCC3CC2)cc1 (centres undefined)	i	i
COc1cc2cc(C)nc(Cc3cccc4ccccc34)c2cc1OC	i	i
Cc1ccc(CNC(=O)CN(C(=O)C2(C)CC(=O)N=C3C=CC=CN32)c2ccccc2F)cc1 (centres undefined)	i	i
COc1ccc(C(=O)NCc2nnc(SCC(=O)NC3=NCCS3)n2C)cc1	i	i
Cc1ccccc1C(=O)NC1CCN(CC(=O)N2CCCCC2C)CC1 (centres undefined)	i	i
COc1ccc(NC(=O)CCNS(=O)(=O)c2ccc3c(c2)CC(C)N3C(=O)C2CC2)cc1 (centres undefined)	i	i
CCOC(=O)c1ccc(-n2ccnc2)c(NC(=O)c2ccc(Cl)cc2)c1	i	i
FC(F)(F)c1cccc(NC(=S)N(CCCN2CCCC2)Cc2cccn2Cc2ccc(Cl)cc2)c1	i	i
NC(=O)CC(NC(=O)Cc1cccc2ccccc12)c1ccc(N2CCN(c3ccc(F)cc3)CC2)c([N+](=O)[O-])c1 (centres undefined)	i	i
COc1ccc(NC(=O)c2cnc(SCC(=O)NCCc3ccccc3)n(C)c2=O)cc1	i	i
Cc1nn(CC2CC2)c(=O)n1-c1cccc(Cl)c1	i	-5.78*
O=C(CNC(=O)c1cccs1)OCc1ccc(Br)cc1	i	i
CC1(C)CC(=NOC(=O)c2ccccc2)CC(C)(C)N1O	i	i
CSc1ncc(Cl)c(C(=O)Nc2ccc(C)c(C)c2)n1	i	i
COc1cccc(OCC(=O)NNC(=O)c2ccc(-c3ccccc3)cc2)c1	i	i
CCC(C)NC(=O)[C@H]1N2C(=O)c3ccccc3C2SC1(C)C (some centres undefined)	i	i
O=C1CN(c2ccc(Cl)cc2)C(=O)CN1NC(=S)Nc1ccc(Cl)cc1	i	i
COc1ccc2c(c1)c(C(=O)N/N=C/c1cccc(Br)c1)c(C)n2C	i	i

Overlap with the part before: 4 compounds; new compounds follow.
SMILES	CHT PAM	CHT inh
COc1cccc(OCC(=O)NNC(=O)c2ccc(-c3ccccc3)cc2)c1	i	i
CCC(C)NC(=O)[C@H]1N2C(=O)c3ccccc3C2SC1(C)C (some centres undefined)	i	i
O=C1CN(c2ccc(Cl)cc2)C(=O)CN1NC(=S)Nc1ccc(Cl)cc1	i	i
COc1ccc2c(c1)c(C(=O)N/N=C/c1cccc(Br)c1)c(C)n2C	i	i
COc1ccc(-c2ccc(NC(=O)c3ccc(Br)o3)cc2)nn1	i	i
C/C(=N\Nc1nc(-c2ccccc2O)nc2ccccc12)c1ccccc1	i	i
CCOc1ccc(NC(=O)[C@@H](NC(=O)c2ccccc2)[C@@H](C)CC)cc1	i	i
Cc1ccccc1OCCSc1nc2ccccc2n1CCC(=O)O	i	i
O=C(NCCO)N1c2ccccc2Sc2ccccc21	i	i
Cc1nn(C(=O)CCCC(=O)NCc2ccccc2)c2ccccc12	i	i
O=C(Cn1nc(C(=O)O)c2ccccc2c1=O)NCc1ccco1	i	i
CN(c1ccccc1)S(=O)(=O)c1cccc(C(=O)NNC(=O)c2ccccc2)c1	i	i
CN(C(=O)c1ccccc1)C1c2c(ccc3ccccc23)OCC1CO (centres undefined)	i	i
Cc1ccc(NC(=S)C2=C(O)c3ccccc3N(C)S2(=O)=O)cc1	i	i
COc1ccc2cc(Br)ccc2c1CC(=O)NCC1CCCO1 (centres undefined)	i	i
CCCn1nc2cc(C(=O)NCC34CC5CC(CC(C5)C3)C4)ccc2c1OCC	i	i
CNS(=O)(=O)c1ccc2c(c1)oc(=O)c1cc(S(=O)(=O)NC)ccc12	i	i
CC1C(c2ccccc2)C(C#N)(C#N)C2(C#N)C(=O)NC1(N)C2C (centres undefined)	i	i
CCCCC(=O)C1=C(N2CCCC2)CC(C)(C)CC1=O	i	i
CCOC(=O)N1CCN(C(=O)c2ccccc2NC(=O)c2ccc(OC)cc2)CC1	i	i
O=C(c1cc(-c2ccc3c(c2)OCO3)on1)N1CCCCC1	i	i
Cn1c(NC(=O)C[n+]2cc(-c3ccccc3)n3c2CCC3)cc(=O)n(C)c1=O	i	i
COc1ccc(/C=C2/SC(=S)N(CCCC(=O)Nc3ccccc3C(=O)O)C2=O)cc1	i	i
CC(C)COC(=O)NCCOC(=O)Nc1cccc(Cl)c1	i	i
CN(C)/C=C/C(=O)c1cccc(Cl)c1	i	i
CCC(=O)N1CCc2cc(S(=O)(=O)NC(Cc3ccccc3)C(=O)NC3CCCCC3C)ccc21 (centres undefined)	i	i
CCOc1cc2[nH]c(=S)n(CCN3CCCCC3C)c(=O)c2cc1OCC (centres undefined)	i	i
O=C(Nc1ccc(F)cc1F)c1cc(Cl)sc1Cl	i	i

Retrieved one by one from above, 2 records:
SMILES	CHT PAM	CHT inh
CCOc1cc2[nH]c(=S)n(CCN3CCCCC3C)c(=O)c2cc1OCC (centres undefined)	i	i
Cn1c(NC(=O)C[n+]2cc(-c3ccccc3)n3c2CCC3)cc(=O)n(C)c1=O	i	i

New compounds follow
SMILES	CHT PAM	CHT inh
CCOc1cc(C2C3=C(CCCC3=O)N(C)C3=C2C(=O)CCC3)cc(Cl)c1O	i	i
O=C(CN1CCCCCC1)N/N=C/c1ccc2ccccc2c1	i	i
CCS(=O)(=O)c1ncc(CO)n1CCc1ccccc1	i	i
O=C(O)c1ccc2c3c(cccc13)C(=O)N(c1cccc3ccccc13)C2=O	i	i
CC(C)CC(=O)Nc1nnc(-c2ccco2)s1	i	i
NC(=O)c1ccc(SCC(=O)NC2CCCCC2)c([N+](=O)[O-])c1	i	i
CCn1c(SCC(=O)NCCc2ccccc2)nnc1C(C)C	i	i
CCCc1c(-c2ccc(O)cc2)nn(-c2ccc(O)cc2)c1-c1ccc(O)cc1	i	i
NC(N)=NNC(=O)c1ccccc1Cl	i	i
CCCNC(=O)CN(c1ccc(F)cc1)S(=O)(=O)c1ccc2c(c1)OCCO2	i	i
C/C(=N\NC(=O)CSc1nc2ccccc2[nH]1)c1ccncc1	i	i
O=C(c1ccc(N2C(=O)C3CC=C(Cl)CC3C2=O)cc1)N1CCCCC1 (centres undefined)	i	i

Overlap with the part before: 2 entries, followed by the next part.
SMILES	CHT PAM	CHT inh
C/C(=N\NC(=O)CSc1nc2ccccc2[nH]1)c1ccncc1	i	i
O=C(c1ccc(N2C(=O)C3CC=C(Cl)CC3C2=O)cc1)N1CCCCC1 (centres undefined)	i	i
Cn1nccc1C(=O)N1CCc2c([nH]c3ccccc23)C1c1ccc(F)cc1 (centres undefined)	i	i
CC(=O)NC1(c2ccccc2)CCN(c2cc(C)nc(-c3ccccc3)n2)CC1	i	i
Cn1c(N)c(Sc2ccc([N+](=O)[O-])cc2)c(=O)n(C)c1=O	i	i
COc1cc(/C=C/C(=O)OCC(=O)NCC2CCCO2)ccc1OCC#N (centres undefined)	i	i
O=C(Nc1ccc(C(=O)O)cc1)/C(=C\c1ccco1)NC(=O)c1ccc(Br)o1	i	i
Cc1c(-c2nc(-c3ccc(C(F)(F)F)cc3)no2)n(C)oc1=O	i	i
O=C(CNS(=O)(=O)c1ccc(Br)cc1)NC1CCCC1	i	i
CCC/C=C1/CCCOC(C(=O)NCc2ccc(S(C)(=O)=O)cc2)(C(F)(F)F)C1 (centres undefined)	i	i
COC(=O)[C@H](Cc1ccccc1)NC(=O)N1CCN(c2ccc(F)cc2)CC1	i	i
CC(C)NC(=O)Nc1cccs1	i	i
O=C(Nc1ccc(F)cc1)C(=O)c1c(O)[nH]c2ccc([N+](=O)[O-])cc12	i	i
CC(Sc1nccn1C)C(=O)c1c(N)n(C)c(=O)n(C)c1=O (centres undefined)	i	i
COc1ccc(N=C(N)SCc2ccccn2)cc1	i	i
CCOc1ccc(NC(=O)CN(C)S(=O)(=O)c2cnc[nH]2)cc1	i	i
CCCCN1CC(O)=C(c2nc3ccccc3s2)C1=N	i	i
c1ccc2c(c1)OCC(c1nnc3n1-c1ccccc1SC3)O2 (centres undefined)	i	i
N#Cc1ccc(C(=O)Nc2cc(S(=O)(=O)Nc3ccc(Cl)cc3)ccc2N2CCCCC2)cc1	i	i
COc1ccc(Nc2cc(Cl)ccc2C(=O)O)cn1	i	i
COc1ccccc1NC(=O)N(c1c(N)n(Cc2ccccc2)c(=O)[nH]c1=O)C1CCCC1	i	i
Cc1cccc(N2CCN(CC(O)COc3ccc(Cl)cc3)CC2)c1 (centres undefined)	i	i
COc1ccc(NC(=O)CC2C(=O)N(Cc3ccco3)C(=S)N2C(C)C)cc1 (centres undefined)	i	i
Cc1ccc(C(=O)NNC(=O)C2CCN(S(=O)(=O)c3ccc(Cl)cc3)CC2)cc1	i	i
Nn1c(SCCOc2ccc(Cl)cc2)nnc1-c1cccnc1	i	i
CC(C)[C@H](CO)Nc1nc(NCc2ccc(S(N)(=O)=O)cc2)c2ncn(C(C)C)c2n1	i	i
CN1/C(=C/C(=O)c2ccc(Cl)cc2)Sc2cc3c(cc21)OCO3	i	i
CC(=O)C1=C(C)NC(SCC(=O)c2ccc(F)cc2)=C(C#N)C1c1ccco1 (centres undefined)	i	i
CCOC(=O)C1=C(C)Nc2ncnn2C1c1c[nH]c2ccccc12 (centres undefined)	i	i
O=C(O)c1ccc(N=NN2CCCCC2)cc1	i	i
COc1ccccc1NC(=O)Cc1nn(C)c(=O)c2ccccc12	i	i
CNC(=S)NN(C)c1nc(C)cc(C)n1	i	i
C/C(=N/NS(=O)(=O)c1ccc(Cl)cc1)c1ccc2c(c1)OCO2	i	i
COC(=O)c1ccccc1NC(=O)c1ccc2c(c1)C(=O)N(Cc1ccco1)C2=O	i	i
CCCN1CCCc2cc(CN)ccc21	i	i
CNC(=O)c1cccn1-c1ccsc1C(=O)OC	i	i
CC(=O)Nc1ccc(S(=O)(=O)Oc2cccc(/C=N/N=C3/NC(=O)C(CC(=O)O)S3)c2)cc1 (centres undefined)	i	i
Cc1ccc(S(=O)(=O)NCc2ccccc2)cc1C(=O)NCc1ccccn1	i	i
O=C(COc1ccccc1)NCC(=O)N/N=C/c1cc(Br)ccc1OCc1ccccc1	i	i
COc1ccc(/C=C/C(=O)OCC(=O)Nc2ccc(Cl)cn2)cc1	i	i
O=C(N[C@@H](Cc1c[nH]c2ccccc12)C(=O)O)c1ccc(Cl)cc1	i	i
Clc1cccc2sc(-c3nnc(-c4ccccc4)o3)c(Cl)c12	i	i
COc1cccc(N(CC(=O)NC2CCCCC2)C(=O)CCC(=O)Nc2nccs2)c1	i	i
N#Cc1c(Nc2ccc(F)cc2)sc(C(=O)c2ccc(F)cc2)c1N	i	i
O=C(c1ccc(-c2ccc([N+](=O)[O-])cc2)o1)N1CCCCC1	i	i
O=C(c1cccc([N+](=O)[O-])c1)N1CCN(C(=O)c2ccco2)CC1	i	i
CC(C)(C)NS(=O)(=O)c1ccc(/C=C/C(=O)O)cc1	i	i
O=C(CSc1nc2ccccc2n1S(=O)(=O)c1ccccc1)N1CCCCC1	i	i
CCCCCc1ccc(-c2cn(Cc3ccc([N+](=O)[O-])cc3)nn2)cc1	i	i
C=CCSc1nc2c(cc1C#N)CCC2	i	i
O=C(O)Cn1nc(C(F)(F)F)c2c1CCCC2	i	i

A second format for 5 compounds above.
smiles,CHT PAM,CHT inh
COc1ccc(/C=C/C(=O)OCC(=O)Nc2ccc(Cl)cn2)cc1,i,i
O=C(c1ccc(-c2ccc([N+](=O)[O-])cc2)o1)N1CCCCC1,i,i
O=C(c1cccc([N+](=O)[O-])c1)N1CCN(C(=O)c2ccco2)CC1,i,i
O=C(CSc1nc2ccccc2n1S(=O)(=O)c1ccccc1)N1CCCCC1,i,i
Clc1cccc2sc(-c3nnc(-c4ccccc4)o3)c(Cl)c12,i,i
